ABHD5 PLIN5 PPI: ABHD5-PLIN5 interaction inhibitors, primary screen, cell lysate, split luciferase complementation, luminescence | Perilipin-5 (Homo sapiens) + 1-acylglycerol-3-phosphate O-acyltransferase ABHD5 (Homo … | Split G. princeps luciferase complementation, 4 h | inhibition, % at 4 µM | 360,000 tested, 0.78% active | AID 602281, 2012;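 active means inhibition above the mean inhibition across every tested compound plus 3 SD, cut at about 22% in these data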;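 further: 0% = DMSO only wells and the 100% control is not disclosed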
TWEAK-Fn14 inh: inhibitors of TWEAK-Fn14 signaling, primary screen, luciferase reporter cells, uHTS. TWEAK-stimulated Fn14 reporter cells, luciferase luminescence, 8 h. 360,000 tested, 2% active. inhibition, % at 10 µM; in the data active means inhibition above about 50%
TROY NFkB inh: inhibitors of TROY-driven NF-kB signaling, primary screen, Q293 LMP1-TROYcd cells, NF-kB luciferase, uHTS; Q293 LMP1-TROYcd NF-kB luciferase reporter, 4 h; inhibition, % at 10 µM; 360,000 tested, 0.98% active; AID 1347056, 2019;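 active means compounds whose plate-normalised and pattern-corrected inhibition of the luciferase reporter signal at the single screening dose is 50% or more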
SRC3 inh: SRC3 coactivator transcriptional activity inhibitors, primary screen, cell-based, luminescence. Nuclear receptor coactivator 3 (Homo sapiens), Q9Y6Q9. HEK293 GAL4-SRC3 luciferase reporter. 360,000 tested, 0.17% active. inhibition, % at 3.6 µM. AID 588352, 2011;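 active means inhibition above a per-campaign cutoff, the mean of all compounds plus 3 SD, cut at about 60% in these data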;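 further: 0% = DMSO-treated cells and 100% = gossypol-treated cells at 36 µM; higher means less SRC3-driven luciferase light from the GAL4 reporter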
NCOA1 inh: SRC1 coactivator transcriptional activity inhibitors, primary screen, cell-based, luminescence | Nuclear receptor coactivator 1 (Homo sapiens), Q15788 | HEK293 GAL4-SRC1 luciferase reporter | inhibition, % at 3.6 µM | 360,000 tested, 0.12% active | AID 588354, 2011;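 active means inhibition above the campaign mean plus 3 SD, with each screening campaign given its own cutoff, cut at about 60% in these data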;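 further: 0% = DMSO treated cells and 100% = gossypol at 36 µM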
LRH-1 inv ag: LRH-1 (NR5A2) inverse agonists, primary screen, cell-based, luminescence, HEK293T, StAR-luciferase reporter; Nuclear receptor subfamily 5 group A member 2 (Homo sapiens), O00482; LRH-1 transfected, 24 h; inhibition, % at 3.6 µM; 360,000 tested, 0.13% active;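 active means inhibition above the mean inhibition of all tested compounds plus 3 SD, cut at about 73% in these data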;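 further: 0% = DMSO wells and 100% = reporter-only cells lacking LRH-1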
Target sequence (O00482 whole entry, looked up): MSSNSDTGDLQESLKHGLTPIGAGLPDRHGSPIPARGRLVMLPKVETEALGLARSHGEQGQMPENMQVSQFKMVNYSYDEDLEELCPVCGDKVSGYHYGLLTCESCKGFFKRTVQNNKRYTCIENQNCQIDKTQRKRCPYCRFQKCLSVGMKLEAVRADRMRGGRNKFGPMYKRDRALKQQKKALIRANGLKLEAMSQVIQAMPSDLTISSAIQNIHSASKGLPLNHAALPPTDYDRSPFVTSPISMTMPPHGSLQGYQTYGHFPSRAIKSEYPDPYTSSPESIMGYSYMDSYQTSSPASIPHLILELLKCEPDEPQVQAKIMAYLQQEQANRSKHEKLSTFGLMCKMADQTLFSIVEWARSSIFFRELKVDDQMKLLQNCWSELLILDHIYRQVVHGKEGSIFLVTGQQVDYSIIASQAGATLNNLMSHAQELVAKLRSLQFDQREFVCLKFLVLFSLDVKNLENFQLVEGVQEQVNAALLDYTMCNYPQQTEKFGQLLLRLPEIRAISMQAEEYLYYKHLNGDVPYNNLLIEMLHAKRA
TLR9-MyD88 inh: inhibitors of TLR9-MyD88 association in cells, primary screen, cell-based, CHO, BLA complementation, fluorescence | 340,000 tested, 0.21% active | inhibition, % at 4.98 µM | CCF4 FRET ratio;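 active means inhibition above the mean over all tested compounds plus 3 SD, cut at about 21% in these data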;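 further: 0% = DMSO only wells and 100% = clavulanate BLA inhibitor control wells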
COUP-TFII inh: NR2F2 transcriptional activity inhibitors, primary screen, cell-based, luciferase reporter, HEK293T, luminescence; 370,000 tested, 0.7% active; HEK293T NGFI-A luciferase reporter; inhibition, % at 8.6 µM; COUP transcription factor 2 (Homo sapiens), P24468;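 active means inhibition above a per-plate cutoff, mean inhibition of test wells between control levels plus 3 SD, cut at about 38% in these data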;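 further: cells cotransfected with COUP-TFII expression vector driving the NGFI-A reporter; 0% = median of COUP-TF2 test wells and 100% = reporter-only cells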
NOD2-RIPK2 inh: NOD2-RIPK2 binding disruptors in cells, primary screen, fluorescence, CHO cells, BLA complementation. Receptor-interacting serine/threonine-protein kinase 2 (Homo sapiens), O43353. CCF4 ratio. inhibition, % at 4.98 µM. 360,000 tested, 0.38% active. AID 624267, 2012; in the data active means inhibition above about 21%;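 further: 0% = vehicle only and 100% = reference blocker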
Target sequence (O43353 whole entry, looked up): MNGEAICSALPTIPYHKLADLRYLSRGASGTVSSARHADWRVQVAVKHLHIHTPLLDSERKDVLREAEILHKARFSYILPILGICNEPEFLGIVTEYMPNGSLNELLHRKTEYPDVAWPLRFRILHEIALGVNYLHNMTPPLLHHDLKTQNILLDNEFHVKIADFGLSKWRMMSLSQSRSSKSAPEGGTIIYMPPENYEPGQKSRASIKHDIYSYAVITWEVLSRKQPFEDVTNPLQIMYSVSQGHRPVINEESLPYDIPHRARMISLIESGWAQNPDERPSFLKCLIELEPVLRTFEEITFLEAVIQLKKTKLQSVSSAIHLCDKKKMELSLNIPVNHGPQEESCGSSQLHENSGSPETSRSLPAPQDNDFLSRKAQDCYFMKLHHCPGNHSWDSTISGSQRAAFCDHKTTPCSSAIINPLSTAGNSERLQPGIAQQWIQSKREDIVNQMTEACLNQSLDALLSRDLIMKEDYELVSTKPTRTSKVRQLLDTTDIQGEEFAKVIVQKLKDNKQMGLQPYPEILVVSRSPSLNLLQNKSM
NCOA2 inhibitor: inhibition of GAL4-SRC2 driven luciferase reporter, primary screen, SRC2 inhibitor project, cell-based, luminescence; Nuclear receptor coactivator 2 (Homo sapiens), Q15596; HEK293 GAL4-SRC2 luciferase reporter; inhibition, % at 9 µM; 370,000 tested, 0.17% active;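 active means inhibition above the mean inhibition of all tested compounds plus 3 SD, set per campaign, cut at about 52% in these data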;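 further: 0% = DMSO treated cells and 100% = cells given Gossypol at 36 µM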
Exocytosis inh: LAMP-1 surface exposure blockers, TALL-104 cells – cell-based, flow cytometry, MLPCN library, primary screen. TALL-104 LAMP-1 surface exposure; cells stimulated with thapsigargin and PMA. AID 651702, 2012. 360,000 tested, 0.66% active. inhibition, % at 10 µM;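 active means inhibition above about 55%, limit read from the data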
An asterisk follows results filed as active; . = no result given. The list is partial; count on the stated rates, not on these rows.

compound | ABHD5 PLIN5 PPI | TWEAK-Fn14 inh | TROY NFkB inh | SRC3 inh | NCOA1 inh | LRH-1 inv ag | TLR9-MyD88 inh | COUP-TFII inh | NOD2-RIPK2 inh | NCOA2 inhibitor | Exocytosis inh
CC(C)CCNC(=O)C1CCC(CNc2c(N3CCC(C)CC3)c(=O)c2=O)CC1 (stereo unspecified) | 1 | -12 | -4 | 2 | -2 | 20 | 0 | -21 | -2 | -17 | -6
COC(=O)CN1C(=O)[C@@H]2[C@H](C1=O)[C@@H]1CC(C(=O)OC)=C[C@@H](C(=O)OC)[C@@H]3C1=C(C(=O)[C@]3(C)NC(=O)c1ccccc1)[C@@H]2C | 9 | -2 | -7 | -8 | 7 | 5 | -1 | -10 | -8 | -37 | 0
Cc1ccc(NC(=O)CN(C)C(=O)COc2c(Cl)cc(Cl)c3ccc(C)nc23)cc1 | -1 | -5 | 5 | 3 | 15 | 4 | -6 | 10 | 0 | -13 | -2
O=S(=O)(c1cc(Cl)ccc1Cl)N1CCN(c2ccccn2)CC1 | -3 | 6 | -6 | -9 | -3 | -14 | -2 | 28 | 4 | 4 | 8
CCN1CCN(Cc2cc(=O)oc3ccc(Cl)cc23)CC1 | -1 | -10 | 23 | 2 | 5 | 2 | -1 | -7 | 1 | -12 | 3
Nc1ccn([C@@H]2O[C@H](CNCc3cccc4c3sc3ccccc34)[C@@H](O)[C@H]2O)c(=O)n1 | 3 | -7 | 5 | 0 | -1 | -12 | 0 | -4 | 13 | -14 | 1
O=C(O)c1cc(-c2cc(C(=O)O)c3ccccc3n2)ccc1O | 15 | 8 | -4 | -13 | -7 | -6 | -3 | 2 | 0 | 3 | -2
CCN(C(=O)COC(=O)c1ccc(COc2ccc3c(C)cc(=O)oc3c2)cc1)C1CCS(=O)(=O)C1 (stereo unspecified) | 5 | -36 | -22 | -28 | -35 | -17 | -6 | 0 | -11 | 3 | 0
CN(C)/C=C(\C#N)C(=O)N/N=C/c1ccc(Cl)cc1 | -1 | -20 | -31 | -21 | -67 | -17 | 3 | 14 | 0 | -8 | 2
Cc1c(/N=C(\[O-])Nc2ccc(Br)cc2)sn[n+]1C | -1 | 68* | 42 | -79 | -138 | -160 | . | -50 | -4 | -36 | 3
CC[C@]12c3[nH]c4cc(CCC(=O)N(C)C)ccc4c3CCN1C(=O)[C@@H](CC(=O)NCCc1ccccn1)C[C@@H]2C(=O)N1CCN(C(=O)C2CC2)CC1 | 3 | -9 | -23 | -18 | -7 | -8 | -7 | -4 | -13 | -5 | -2
S=c1[nH]nc(-c2ccc3ccccc3n2)n1-c1ccc2ncccc2c1 | -3 | -10 | -11 | 16 | -12 | 8 | -1 | -20 | 6 | -7 | 2
O=C(Nc1ccccc1Cl)c1cccc(COc2cc(Cl)ccc2Cl)c1 | -1 | -43 | -37 | -44 | -67 | -84 | -9 | -25 | -2 | -45 | 0
CCOC(=O)c1ccc(NC(=O)c2cc(S(=O)(=O)N3CCOCC3)ccc2O)cc1 | -9 | -11 | 24 | -4 | -18 | -7 | -3 | 2 | -9 | 7 | -1
CC(C)=CCc1c(O)ccc(C2COc3c(CC=C(C)C)c(O)cc(O)c3C2=O)c1O (stereo unspecified) | -9 | 28 | 31 | -25 | -3 | -34 | -2 | 6 | -17 | -6 | 0
CC1CCCN(C(=O)C2c3ccccc3C(=O)N3CCc4ccccc4C23)C1 (stereo unspecified) | -9 | 6 | 15 | -36 | 7 | 23 | 2 | -6 | -8 | -16 | -2
CN(C(=O)COc1ccc(-c2nnco2)cc1)C1CCS(=O)(=O)C1 (stereo unspecified) | 14 | -1 | -2 | -10 | 9 | 7 | 5 | -14 | 7 | -9 | 1
C#CCOCCOCCOCCNc1nc(N2CCN(C(=O)CCCCCCCCCCNC(=O)Cn3cc(CCCCCN)nn3)CC2)nc(N2CCN(C(=O)CCCCCCCCCCNC(=O)Cn3cc(C[C@@H](C)O)nn3)CC2)n1 | 47* | -24 | -32 | 14 | -7 | -2 | 3 | . | 9 | . | 2
Cc1cccn2c(=O)c(/C=C(\C#N)C(N)=O)c(N3CCN(c4ccccc4)CC3)nc12 | -3 | 13 | 0 | -7 | 3 | 9 | -2 | 20 | -9 | -10 | -6
COc1ccc(C2=NN(C(=O)CCC(=O)O)C(c3ccc(OC)cc3)C2)cc1 (stereo unspecified) | 4 | 0 | -23 | -9 | -8 | 7 | 5 | 3 | 1 | 21 | 2
N#C/C(=C/c1ccc(O)c(O)c1)C(=O)NCc1ccc(Cl)cc1 | 9 | -7 | 0 | -20 | -12 | 7 | 10 | -4 | -6 | -1 | -14
COCCN1Cc2cccc(C(=O)NCCCN3CCCC3=O)c2C1=O | 1 | -2 | -2 | 5 | -38 | 0 | -9 | 15 | -1 | 1 | -9
COc1ccc(-c2noc(CSc3nc4ccccc4c(=O)n3-c3ccccc3)n2)cc1OC | -3 | 2 | 11 | 10 | -1 | -8 | 10 | 2 | -4 | -11 | 1
CCc1nnc(NC(=O)CSCc2cc(=O)n3cc(C)sc3n2)s1 | -2 | 33 | 3 | 3 | 11 | 4 | -1 | -7 | 1 | -20 | -3
CN(C(=O)CSc1nc2cc(Cl)ccc2c(=O)n1Cc1ccco1)C1CCS(=O)(=O)C1 (stereo unspecified) | 8 | -9 | -9 | 17 | 14 | 10 | -12 | -7 | -4 | 16 | -1
COC(=O)c1ccc(NC(=O)COC(=O)CSc2nc(C)cc(C)n2)cc1 | 7 | -7 | -22 | 15 | -5 | 5 | 0 | 8 | -11 | -22 | 1
Cc1cc2[nH]c(=O)c3ccccc3n2n1 | 8 | -4 | 4 | 10 | 3 | -7 | -7 | -7 | -6 | -18 | -2
CCn1nc(C)c(NC(=O)CCSc2nc(-c3ccco3)cc(C(F)(F)F)n2)c1C | -1 | 8 | -25 | 1 | 19 | -3 | -6 | 8 | -6 | 3 | 1
N#CC1C(=O)Nc2cccnc21 (stereo unspecified) | -11 | -1 | -10 | -30 | 6 | 19 | 4 | 4 | -8 | -40 | -2
CCn1c(CNC(=O)c2ccco2)nnc1SCC(=O)Nc1cccc(F)c1 | -1 | 3 | -5 | 10 | 4 | -10 | 4 | 20 | -7 | -28 | -2
COc1ccc(-n2c(=O)c3ccccc3n(CC(=O)Nc3ccccc3OC)c2=O)cc1 | -4 | 17 | -6 | 8 | 3 | -6 | 6 | -1 | -4 | -23 | -7
CCC(=O)Nc1nnc(SCC(=O)Nc2ccc3c(c2)OCO3)s1 | 2 | 8 | 16 | -17 | -1 | 16 | -6 | 1 | -8 | -6 | -1
CCOCCCn1c(SCc2nc3sc(C(=O)O)c(C)c3c(=O)[nH]2)nnc1-c1ccc(Cl)cc1 | -3 | -6 | 1 | -1 | -53 | -5 | 5 | -1 | -2 | 1 | -1
COc1cccc2c1OC1(CCN(C(C)C)CC1)N1N=C(c3cccnc3)CC21 (stereo unspecified) | 5 | -17 | -45 | -22 | -39 | -50 | 1 | -2 | 2 | -18 | -2
O=C(CSc1nnnn1C1CCCC1)NCc1cccs1 | -2 | -8 | -19 | -15 | -7 | -6 | 5 | 2 | -11 | -21 | 2
O=C(O)CC1(CC(=O)NCc2ccc(Cl)cc2)CCCCC1 | -10 | -3 | -5 | 0 | 2 | 25 | -13 | 20 | -105 | -9 | -1
CCOc1cccc(C(=O)Nc2cccc(-c3nnc(-c4ccc(C)cc4)o3)c2)c1 | -1 | -55 | 5 | 5 | 3 | -18 | -1 | 1 | -8 | -10 | 0
O=C(Nc1ccc(Cl)c(S(=O)(=O)N2CCOCC2)c1)c1cc2ccccc2oc1=O | 4 | 6 | 31 | -35 | -27 | -21 | -11 | -8 | -7 | -38 | -11
Cc1ccc(CNC(=O)CN2CCC(C(N)=O)CC2)cc1 | 2 | -4 | 5 | 7 | 1 | -12 | -6 | -7 | 6 | -6 | 2
COc1ccccc1N/C(N)=N/c1nc(CSc2ccc(C)cc2)cc(=O)[nH]1 | 0 | 44 | 14 | 30 | 6 | 10 | 3 | -1 | 5 | -7 | 1
O=C(CCS(=O)(=O)c1ccc(Br)cc1)NCCc1ccc(Cl)cc1 | 7 | 11 | -4 | -5 | -15 | -13 | 5 | -10 | -7 | 6 | 8
CCC1CCCCN1S(=O)(=O)c1ccc(NC(=O)c2cccs2)cc1 (stereo unspecified) | -3 | 9 | -12 | 1 | 5 | -12 | 2 | 22 | -7 | 6 | -9
CCC(C)n1c(=N)c(C#N)cc2c(=O)n3cc(C)ccc3nc21 (stereo unspecified) | 4 | -19 | -13 | 14 | 11 | 1 | -5 | -27 | -2 | -28 | 0
CC(C)N(Cc1ccccc1)C(=S)NCCN1CCOCC1 | -3 | -17 | -6 | 5 | -31 | -6 | 6 | 8 | -11 | -5 | -3
COc1cc(F)ccc1-c1csc(C(O)(c2ccccc2)C(F)(F)F)n1 (stereo unspecified) | -10 | 30 | 14 | -1 | 9 | -3 | . | 3 | -3 | -18 | 2
CCOC(=O)c1ccc(NC(=O)CSCC(=O)OCC(=O)c2ccccc2)cc1 | 5 | -18 | 4 | 2 | -10 | 0 | -7 | -3 | -4 | 12 | 12
CCOc1ccccc1N(CC(=O)NCCc1ccc(OC)c(OC)c1)S(=O)(=O)c1ccccc1 | -4 | -4 | -1 | 7 | 3 | 2 | 1 | -1 | -6 | -1 | 10
C/C(CC(=O)Nc1cc(Cl)ccc1Cl)=N\NC(=O)COc1cccc(C)c1 | 5 | -4 | 4 | 2 | -17 | 4 | -1 | 3 | -10 | -9 | -4
O=C(CCl)Nc1cccc(S(=O)(=O)NC2=NCCC2)c1 | -2 | -27 | 8 | 6 | -22 | 10 | -8 | 25 | 0 | 47 | -2
Cc1ccccc1-n1c(C)nnc1SCc1cc(=O)oc2ccc3ccccc3c12 | 5 | 2 | 9 | 14 | -5 | 3 | 3 | -9 | -4 | 1 | -1

Assay outcomes deposited in PubChem by several laboratories.
